High-throughput results: PubChem, several laboratories
KCNK3 block = human KCNK3 channel inhibition, primary screen. B-score at 10 µM. CHO-KCNK3 thallium flux, FluxOR fluorescence; hits give low values. AID 602410. O14649. 340,000 compounds, 0.84% hits;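 active = B-score under library mean minus 4 SD, starting fluorescence ratio at most library mean plus 5 SD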;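 also: more negative B-score means stronger inhibition of thallium flux through KCNK3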
Target sequence (O14649 whole entry, looked up): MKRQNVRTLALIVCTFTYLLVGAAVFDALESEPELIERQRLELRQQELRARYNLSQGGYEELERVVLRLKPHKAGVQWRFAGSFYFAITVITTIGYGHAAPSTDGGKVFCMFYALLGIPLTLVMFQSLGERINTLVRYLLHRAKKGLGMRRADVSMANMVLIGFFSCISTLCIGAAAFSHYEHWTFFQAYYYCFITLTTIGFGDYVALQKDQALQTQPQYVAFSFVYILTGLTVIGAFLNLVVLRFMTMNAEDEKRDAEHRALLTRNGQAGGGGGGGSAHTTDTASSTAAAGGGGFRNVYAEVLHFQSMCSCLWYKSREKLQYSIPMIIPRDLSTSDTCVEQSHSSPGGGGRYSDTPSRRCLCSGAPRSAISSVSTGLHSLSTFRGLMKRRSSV
Dyrk1A ADPGlo = inhibitors of rat Dyrk1A kinase | Q63470 | ADP-Glo luminescence, NFATc1 peptide | inhibition, % at 12.5 µM | 310,000 compounds, 0.43% hits; in the data active = inhibition above about 50%;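 also: plate controls were vehicle with enzyme for no effect and no enzyme for full effect; many of its hits are not listed in these tables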
KCNQ1 act = human KCNQ1 channel potentiation or activation. P51787. CHO-K1 KCNQ1, thallium flux FluxOR fluorescence; hits give high values. B-score at 10 µM. 310,000 compounds, 0.35% hits. AID 2648;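 active = fluorescence ratio B-score, a plate-corrected score, at least three library SD, with initial intensity B-score within 5 SD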
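Assay system: CHO-K1 cells stably expressing KCNQ1. Medium: assay buffer for compound exposure, DMSO matched across wells. Timing: 37 °C overnight plating, 90-min dark dye load, 20-min compound pretreatment. Signal: kinetic FluxOR fluorescence, 10 s baseline plus 110 s post-stimulus.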
hERG rescue = shields human hERG channel from block by proarrhythmic agents. Q12809. 310,000 compounds, 0.51% hits. CHO-hERG, FluxOR thallium flux, dofetilide IC70 present. AID 1511. activation (rescue from dofetilide block), less the hit threshold, % at 10 µM;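 active = activation above the mean of controls blocked by dofetilide plus 5 SD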;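 also: thallium influx through hERG after potassium depolarization seen as dye fluorescence rise; in these data hits start at about 4.7%; inactives centre near -7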
RGS4 block = inhibitors of human RGS4. HEK293 M3R/RGS4 inducible, Fluo-4 calcium flux; hits give high values; triggered by carbachol at its EC20. B-score at 10 µM. AID 463165. 310,000 compounds, 0.45% hits. P49798;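 active = B-score, a plate-corrected calcium signal, over three deviations above library mean, with baseline fluorescence within five deviations of library mean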;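 also: RGS4 expression induced by doxycycline in cells with stable M3 receptor; B-score is computed from the integrated fluorescence ratio over baseline after carbachol; higher B-score means a larger calcium signal and so more RGS4 inhibition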
Target sequence (P49798 whole entry, looked up): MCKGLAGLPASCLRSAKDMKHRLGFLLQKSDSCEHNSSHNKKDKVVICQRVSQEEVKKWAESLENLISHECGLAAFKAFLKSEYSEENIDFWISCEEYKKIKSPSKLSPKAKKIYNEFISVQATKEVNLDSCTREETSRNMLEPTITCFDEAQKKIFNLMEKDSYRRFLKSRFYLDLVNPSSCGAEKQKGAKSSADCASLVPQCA
KCNQ1 block = inhibitors of human KCNQ1 potassium channel; P51787; CHO-K1 KCNQ1, FluxOR thallium flux fluorescence; hits give high values; B-score at 10 µM; 310,000 compounds, 1.3% hits; AID 2642;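 active = compounds whose thallium flux B-score, printed positive for inhibition, exceeds three library SD while starting fluorescence stays within three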;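 also: channel opened by potassium depolarization with thallium stimulus after 20 min compound exposure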
GSK3beta inhib = human GSK3beta kinase inhibition. GST-GSK3beta kinase, ADP-Glo luminescence, 60 min; hits give low values. activity score (negative = inhibition), % at 10 µM. 300,000 compounds, 0.038% hits;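 active = more than half of replicate wells score below -50%, meaning over 50% inhibition versus plate controls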;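 also: 0% = median DMSO wells and -100% = median GW8510 positive control wells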
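Assay system: GST-fused GSK3beta enzyme, cell-free / Medium: Tris pH 7.5 buffer with MgCl2, DTT, BSA, heparin / Also added: peptide substrate plus 25 µM ATP (final) / Compound: 10 µM single point / Timing: kinase reaction with compound 60 min at room temperature / Detection: ADP-Glo luminescence / Benchmarks: DMSO neutral wells and GW8510 at 20 µM as positive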
KCNK9 inh = blocks the human KCNK9 two-pore domain potassium channel | Q9NPC2 | HEK293 KCNK9, FluxOR thallium flux fluorescence; hits give low values | B-score at 10 µM | 310,000 compounds, 1.2% hits | AID 488922;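 active = ratio B-score over 3 SD below the library mean, with starting fluorescence within 5 SD of its mean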;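 also: negative B-score means less thallium flux so channel inhibition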
Target sequence (Q9NPC2 whole entry, looked up, the tested form may be a part): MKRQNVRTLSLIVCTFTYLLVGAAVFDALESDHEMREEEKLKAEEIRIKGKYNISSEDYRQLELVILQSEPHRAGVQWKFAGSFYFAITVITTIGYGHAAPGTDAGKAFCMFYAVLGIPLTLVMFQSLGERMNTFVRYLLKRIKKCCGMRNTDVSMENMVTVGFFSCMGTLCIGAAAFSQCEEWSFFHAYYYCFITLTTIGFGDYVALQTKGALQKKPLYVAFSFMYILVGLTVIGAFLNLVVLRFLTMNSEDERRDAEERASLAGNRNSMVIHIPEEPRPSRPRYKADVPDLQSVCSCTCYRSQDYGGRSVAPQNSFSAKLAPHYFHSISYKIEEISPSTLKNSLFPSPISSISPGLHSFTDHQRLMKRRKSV
RGS4 pot = RGS4 potentiation or activation. B-score at 10 µM. 310,000 compounds, 0.92% hits. HEK293 M3R/inducible RGS4, carbachol calcium flux Fluo4; hits give low values;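 active = B-score of the integrated calcium signal more than 4 SD below the library mean, with starting fluorescence not abnormally high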;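 also: negative B-score means reduced calcium response which marks RGS4 activation or potentiation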
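test system = M3R-expressing HEK293 line, RGS4 induced by doxycycline | probe or stimulus = carbachol at ECmax as muscarinic agonist stimulus | timing = dye loading 30 min 37 °C, buffer rest 30 min RT | signal = calcium dye Fluo4 fluorescence | evaluation = B score from integrated fluorescence ratio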
GSK3A inh = human GSK-3 alpha kinase inhibition; P49840; inhibition, % at 10 µM; 320,000 compounds, 0.1% hits; ADP-Glo luminescence, 60 min; AID 2650;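 in the data active = inhibition above about 50%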;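 also: GST-tagged GSK-3 alpha with peptide substrate and 25 µM ATP; 0% = DMSO neutral wells and 100% = GW8510 positive control wells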
PolyA inh = inhibitors of polyadenylation in S. cerevisiae. calls only at 12 µM. AID 1875. 300,000 compounds, 0.02% hits. S. cerevisiae SKY197-pL101 polyadenylation reporter, beta-gal luminescence; efflux-impaired pdr1/pdr3 knockout yeast; score 100 = 6 SD above DMSO;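 active = lowest replicate activity score at least 50, where 100 means six control SD above control mean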;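 also: yeast exposed to compound for 9 h at 30 °C; higher score means more reporter readthrough which indicates perturbed polyadenylation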
Active calls of the source: *; i = inactive; . = no result given. These rows are one share of the data; the hit share may differ from the screen's.

SMILES	KCNK3 block	Dyrk1A ADPGlo	KCNQ1 act	hERG rescue	RGS4 block	KCNQ1 block	GSK3beta inhib	KCNK9 inh	RGS4 pot	GSK3A inh	PolyA inh
CN(c1ccccc1)S(=O)(=O)c1nnc(NC(=O)C2CCCCC2)s1	i	0	i	-3	i	i	1	i	i	-2	i
Cc1cc(C(=O)OCC(=O)Nc2ccc(S(=O)(=O)N3CCOCC3)cc2)c(C)o1	i	-6	i	-2	i	i	2	i	i	-1	i
Cc1[nH][nH]c(=O)c1C(c1ccccc1[N+](=O)[O-])C(C#N)C#N (stereo not given)	i	20	i	-7	i	i	-15	i	i	26	i
O=C(NNC(=O)c1cccs1)c1csc(N2CCOCC2)n1	i	3	i	-5	i	i	7	i	i	-2	i
O=C(/C=C/c1ccc(Cl)cc1)N(Cc1cccs1)C1CCS(=O)(=O)C1 (stereo not given)	i	0	i	-7	i	i	-1	i	i	2	i
COc1cccc(C(C(=O)NCC2CCCO2)N(C(=O)Cn2nnc3ccccc32)c2ccc(NC(C)=O)cc2)c1OC (stereo not given)	i	1	i	-8	i	i	2	i	i	-3	i
COc1cccc(/C=C2\SC(=S)N(CCC(=O)Nc3ccc(O)cc3)C2=O)c1	i	13	i	-12	i	i	1	i	i	-3	i
O=C(CN1CCN(S(=O)(=O)c2ccccc2)CC1)Nc1ccc(Cl)cn1	i	31	i	-9	i	i	2	i	i	4	i
C#CCn1cc(/C=N/Nc2nc3ccccc3[nH]2)c2ccccc21	i	10	i	-17	i	i	0	i	i	-7	i
C/C(CC(=O)Nc1ccccn1)=N\NC(=O)Cc1cccc2ccccc12	i	9	i	-13	i	i	-5	i	i	0	i
COC(=O)C(C)N(C#N)c1nc(NC(C)C)nc(SC)n1 (stereo not given)	i	8	i	-6	i	i	5	i	i	2	i
CCOc1cc(S(=O)(=O)NCCc2ccccc2C)c(OCC)cc1-n1cnnn1	i	-3	i	-4	i	i	-1	i	i	2	i
CNc1c(NS(=O)(=O)c2ccc(C(C)(C)C)cc2)c(=O)oc2ccccc12	i	1	i	-9	i	i	-1	i	i	-2	i
Cc1n[nH]c(C)c1CCN(C)C(=O)C1CCC(=O)N(CC2CCCCC2)C1 (stereo not given)	i	-3	i	-5	i	i	-4	i	i	0	i
c1ccc(-n2nnnc2SCc2cccc(CSc3nnnn3-c3ccccc3)n2)cc1	i	-10	i	-1	i	i	2	i	i	1	i
COc1ccc(/C=N/NC(=O)c2cc(-c3ccccc3)nc3ccccc23)cc1O	i	5	i	-14	i	i	-3	i	i	-2	i
CCOc1ccc(CCNC(=O)CN(C)S(=O)(=O)c2ccc3c(c2)CCC(=O)N3)cc1OCC	i	-4	i	-16	i	i	-3	i	i	-1	i
Cc1csc(C(C)N(C)C(=O)c2ccc(OC3CCN(Cc4ccccn4)CC3)cc2)n1 (stereo not given)	i	-5	i	-2	i	i	0	i	i	1	i
CCN(CC)C(=O)C1CCCN(c2ncnc3c2cnn3-c2cccc(C)c2)C1 (stereo not given)	i	13	i	-13	i	i	-2	i	i	-1	i
COc1cc(/C=N/N2CCCCC2)cc(OC)c1O	i	-4	i	-1	i	i	3	i	i	0	.
Cc1ccc2c(Cl)c(C(=O)Nc3cccnc3)sc2c1	i	2	i	-4	i	i	-2	i	i	0	i
Cc1ccccc1N(CC(=O)NCCSc1ccccn1)S(=O)(=O)c1ccccc1	i	-3	i	-12	i	i	1	i	i	-1	i
C=CCOc1ccc(/C=C/C(=O)OCC(=O)NCc2cccs2)cc1	i	-13	i	-13	i	i	4	i	i	-1	i
COc1ccc(NC(=O)C2CCCN(S(C)(=O)=O)C2)c(OC)c1 (stereo not given)	i	-10	i	-8	i	i	2	i	i	-1	i
CC1CCCN(CCOCCOc2ccc(Br)cc2Cl)C1 (stereo not given)	i	3	i	-10	i	i	-10	i	-7.5*	1	i
More structures.
SMILES	KCNK3 block	Dyrk1A ADPGlo	KCNQ1 act	hERG rescue	RGS4 block	KCNQ1 block	GSK3beta inhib	KCNK9 inh	RGS4 pot	GSK3A inh	PolyA inh
COc1ccc(CNCCC(c2ccccc2)C2CCOC(C)(C)C2)cc1 (stereo not given)	i	.	i	-7	i	i	2	i	i	-1	i
CCc1nnc(NC(=O)c2ccc(COc3ccc(C)cc3)o2)s1	i	2	i	-2	i	i	-2	i	i	-1	i
Cc1ccc(C(=O)NCCC(=O)N2CCCC2)cc1	i	12	i	-17	i	i	-2	i	i	0	i
COc1cccc(/C=N\NC(=O)c2cc(OCC(F)(F)F)ccc2OCC(F)(F)F)c1	i	0	i	-4	i	i	4	i	i	-2	.
O=c1[nH]c(-[n+]2ccccc2)c(/C=N/N=C(\[O-])c2ccccc2)s1	i	-5	i	-15	i	i	2	i	i	-6	i
Cc1ccc(NC(=S)N(CCCN2CCCC2)Cc2cccn2Cc2ccc(Cl)cc2)cc1Cl	i	8	i	-12	i	7*	-1	i	i	-2	i
CC(NC(=O)Cn1cc(C(F)(F)F)ccc1=O)c1ccc(F)cc1 (stereo not given)	i	-1	i	-11	i	i	2	i	i	.	i
Cc1cccc(Cn2c(Sc3nc(C)cs3)nc3c2c(=O)[nH]c(=O)n3C)c1	i	-2	i	-6	i	i	3	i	i	-2	i
CCOc1ccc2[nH]c(=O)c(C(c3nnnn3Cc3ccco3)N3CCC(C)CC3)cc2c1 (stereo not given)	i	1	i	-15	i	i	-7	i	i	1	i
Cc1cc(C)cc(OCC(=O)O/N=C(\N)c2ccccc2Cl)c1	i	.	i	-6	i	i	-2	i	i	3	i
CN(C)c1ccc(/C=C(/NC(=O)c2ccccc2)C(=O)NCCCn2ccnc2)cc1	i	-4	i	-13	i	i	2	i	i	0	i
Nc1nc(SCC(=O)N2CCc3ccccc3C2)[nH]c(=O)c1-c1ccccc1	i	-1	i	-4	i	i	-1	i	i	-3	i
CCCC1=[N+](CC(C)=O)CCn2c(C)ccc21	i	-3	i	-16	i	i	-3	i	i	-1	i
CC(/C=C/c1ccc2c(c1)OCO2)=N\NC(=O)c1ccccc1	i	-2	i	-5	i	i	-4	i	i	0	i
CS(=O)(=O)N(CC(=O)Nc1ccccc1C(=O)N1CCOCC1)c1ccccc1	i	0	i	-3	i	i	-3	i	i	0	i
COc1ccc(NS(=O)(=O)c2cccc(-c3nnc(-c4ccccc4)o3)c2)cc1	i	14	i	-8	i	i	1	i	i	-4	i
CCC1(C)OC(=O)N2CCc3c(C)[nH]c4c(C)ccc(c34)C21C (stereo not given)	i	6	i	-14	i	i	-2	i	i	-1	i
COCCn1c(C)nnc1SCC(=O)NNC(=O)c1ccc(Cl)cc1	i	-6	i	-5	i	i	1	i	i	-1	i
CCOC(=O)N1CCN(C(=O)CCCn2c(=S)[nH]c3ccccc3c2=O)CC1	i	-3	i	-5	i	i	2	i	i	1	i
Cc1ccc2[nH]c3c(=O)n(CC(=O)NCc4ccco4)ncc3c2c1	i	-1	i	-7	i	i	-3	i	i	0	i
COc1ccccc1N(CC(O)Cn1nc(C)cc1C)S(=O)(=O)c1ccccc1 (stereo not given)	i	-2	i	-8	i	i	3	i	i	-16	i
Cc1cc(S(=O)(=O)NCc2ccco2)c(C)s1	i	-3	i	-7	i	i	0	i	i	-1	i
CCOC(=O)CSc1nc(-c2cccs2)nc2c1c(=O)n(C)c(=O)n2C	i	0	i	-10	i	i	-4	i	i	2	i
Cc1ccc(OCC(=O)NCCCNC(=O)c2ccc(C)nc2)cc1	i	0	i	-1	i	i	-6	i	i	-2	i
CCCCCCC1CC(CSC(=N)N)OC1=O (stereo not given)	i	0	i	-8	i	i	2	i	i	-2	i
The list goes on.
SMILES	KCNK3 block	Dyrk1A ADPGlo	KCNQ1 act	hERG rescue	RGS4 block	KCNQ1 block	GSK3beta inhib	KCNK9 inh	RGS4 pot	GSK3A inh	PolyA inh
CC1(C)NC(=O)N(CCCCOc2ccccc2[N+](=O)[O-])C1=O	.	.	i	-12	i	i	-1	i	i	9	i
Fc1ccc(CNc2nc3ccccc3n3cnnc23)cc1	i	-4	i	-7	i	i	2	i	i	0	i
CC(=O)N1CCN(C(=O)COc2ccc(N(C)S(=O)(=O)c3cccs3)cc2)CC1	i	7	i	-15	i	i	-3	i	i	-2	i
O=C(Cn1cc([N+](=O)[O-])cn1)Nc1ccc(Cn2cc(Br)cn2)cc1	i	-6	i	-4	i	i	3	i	i	-1	i
CC1CCc2c(C(=O)OCC(=O)Nc3cccc(S(=O)(=O)N4CCCCCC4)c3)csc2C1 (stereo not given)	i	-6	i	-4	i	i	1	i	i	3	i
COc1ccc(C2C(C#N)=C(N)N(c3sc4c(c3C#N)CCCC4)C3=C2C(=O)CC(C)(C)C3)cc1OC (stereo not given)	i	-5	i	-11	i	i	7	i	i	-2	i
COC(=O)/C=c1/s/c(=C(/C#N)C(=O)N2CCOCC2)n(-c2ccccc2)c1=O	i	0	i	-7	i	i	2	i	i	0	i
O=C(Oc1cccnc1)c1ccc(Cl)cc1	i	0	i	-12	i	i	1	i	i	4	i
COc1cccc(-c2nnn(CC(C)=O)n2)c1	i	19	i	-8	i	i	4	i	i	-3	i
NC(=O)c1sc(=S)n(-c2ccc(Br)cc2)c1N	i	-9	i	0	i	i	2	i	i	0	i
O=C(CN(Cc1ccc2c(c1)OCO2)C(=O)CNS(=O)(=O)c1ccccc1)NCC1CCCO1 (stereo not given)	i	-7	i	-8	i	i	2	i	i	4	i
C/C(N)=C(/C#N)C(=O)COC(=O)c1cc2c(s1)CCC(C)C2 (stereo not given)	i	5	i	-7	i	i	0	i	i	0	i
Nc1nc(CC(=O)CSc2ccc(Cl)cc2)nc(Nc2ccc(F)cc2)n1	.	.	i	-6	i	i	1	i	i	-2	i
CCC1(CC)NC(=O)N(CC(=O)OCC(=O)Nc2ccc(F)c(F)c2F)C1=O	i	9	i	2	i	i	1	i	i	15	i
O=[N+]([O-])c1ccc(Sc2nc3ccccc3o2)c([N+](=O)[O-])c1	i	1	i	-13	i	i	0	i	i	0	i
O=C(COC(=O)CNC(=O)c1ccccc1)Nc1cccc(Br)c1	i	7	i	-4	i	i	-1	i	i	-3	i
